SW480 rerep: induces DNA re-replication in SW480 colon adenocarcinoma cells; SW480 DNA re-replication, Hoechst DNA content imaging, 48 h; Potency, µM (highest dose often 46.1 µM), inactives show at the highest dose re-replication activation, actives largely listed as activators; hit rate 1.8% among 340,000; note: potency is the fitted concentration of half-maximal effect; % of control where 0% means no effect; nearly all actives have a fitted effect of over 55% in size
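Compounds, transferred as 23 nL by pin tool, were incubated with cells for 48 hr; DNA content per nucleus was then quantified by Hoechst staining and fluorescence plate imaging.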
HT1080 IDH1KD tx: kills HT-1080 cells with IDH1 knockdown; HT-1080 IDH1 knockdown viability, ATP luminescence, 48 h; Potency, µM (series often up to 46.1 µM), for the others: at the highest dose activity, negative = toxicity, most hits filed as cytotoxic; hit rate 2% among 360,000; AID 686971;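 note: potency is the fitted concentration of half-maximal effect; 0% = DMSO wells and -100% = cell-free medium wells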
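HT-1080-IDH1KD cells (IDH1 knocked down), 750/well in RPMI with 5% FBS, treated with compound 48 h at 37 degrees C. Viability by CellTiter-Glo luminescence, normalised to DMSO and no-cell wells; concentration-response curves classed.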
GLP1R ag: agonists of human GLP-1 receptor. Potency, µM (highest dose often 45.6 µM), for the others: at the top dose activation, actives largely listed as activators. P43220. hit rate 0.007% among 380,000. HEK293 GLP-1R CRE-luciferase, luminescence, 4-6 h; cells express a hypersensitive GLP-1R form; note: potency is the fitted concentration of half-maximal effect; % of control where 0% means no effect
Target sequence (P43220 whole entry, looked up): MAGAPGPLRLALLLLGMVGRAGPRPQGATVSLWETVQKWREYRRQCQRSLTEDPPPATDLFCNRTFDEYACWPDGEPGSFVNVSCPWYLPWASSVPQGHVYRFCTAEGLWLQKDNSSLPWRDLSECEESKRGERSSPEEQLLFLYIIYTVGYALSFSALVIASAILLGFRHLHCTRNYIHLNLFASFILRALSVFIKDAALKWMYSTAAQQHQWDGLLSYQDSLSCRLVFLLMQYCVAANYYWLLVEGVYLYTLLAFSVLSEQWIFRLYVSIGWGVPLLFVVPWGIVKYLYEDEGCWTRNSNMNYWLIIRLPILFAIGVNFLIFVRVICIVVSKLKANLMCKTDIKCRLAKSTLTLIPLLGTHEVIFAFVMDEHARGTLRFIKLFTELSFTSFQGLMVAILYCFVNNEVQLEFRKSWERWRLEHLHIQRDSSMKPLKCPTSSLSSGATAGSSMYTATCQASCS
IL-1B inflam inh: inhibitors of inflammasome signaling (IL-1 beta secretion) | THP-1 LPS/ATP IL-1B secretion, AlphaLISA, 16 h; stronger effect = lower value | activity change, % at 57.5 µM | hit rate 4.7% among 360,000 | AID 743279; in the data active = activity change below about -50%; inconclusive = mostly about -30% to -49%; note: % is set by controls: 0 for no effect and ±100 for the full control effect
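THP-1 cells pretreated 1 hr with compounds (up to 57.5 uM final), then stimulated with LPS (250 ng/mL final) plus ATP (1.25 mM final); secreted IL-1B measured by AlphaLISA after 16 hr, decreased signal indicating inhibition.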
HT1080-NT tox: kills 2HG-producing HT-1080-NT fibrosarcoma cells; AID 686970; HT-1080-NT fibrosarcoma viability, CellTiter-Glo ATP luminescence, 48 h; Potency, µM (highest dose often 46.1 µM), inactives show at the highest dose activity, negative = less viability, most hits filed as cytotoxic; hit rate 1.6% among 360,000;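 note: NT is the 2HG producing partner of a matched IDH1 knockdown line; potency is the fitted concentration of half-maximal effect; 0% = DMSO-treated cells and -100% = media-only wells without cells; nearly all actives have a fitted effect of over 55% in size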
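Viability by CellTiter-Glo luminescence after 48 h compound exposure at 37C of HT-1080-NT cells (750/well, RPMI, 5% FBS). % activity scaled between DMSO wells and medium-only wells, then curve-fitted and categorized by curve class.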
D3 antag: blocks the human D3 dopamine receptor. D3R cells, DiscoveRx beta-arrestin luminescence, antagonist mode; stronger effect = lower value. max response, negative = inhibition, %. hit rate 2.5% among 360,000. AID 652054; in the data active = max response below about -50%; inconclusive = no clear call, values can overlap the other calls; note: % is set by controls: 0 for no effect and ±100 for the full control effect; mostly tested at two doses, the higher about 12 µM
Target sequence (P35462 whole entry, looked up): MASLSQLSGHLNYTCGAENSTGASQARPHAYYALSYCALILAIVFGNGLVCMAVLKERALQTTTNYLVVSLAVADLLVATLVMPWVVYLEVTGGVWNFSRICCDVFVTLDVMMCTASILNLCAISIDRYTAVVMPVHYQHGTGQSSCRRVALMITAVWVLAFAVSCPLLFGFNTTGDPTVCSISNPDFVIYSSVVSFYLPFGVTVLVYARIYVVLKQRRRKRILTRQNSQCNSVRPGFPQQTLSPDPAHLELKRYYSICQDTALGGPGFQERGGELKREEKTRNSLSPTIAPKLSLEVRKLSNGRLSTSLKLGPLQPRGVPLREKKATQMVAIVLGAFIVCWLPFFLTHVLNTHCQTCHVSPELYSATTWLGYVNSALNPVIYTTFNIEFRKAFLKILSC
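Cells expressing the human receptor were seeded at 1500 cells/well, incubated overnight at 37 degrees C in 5% CO2, then exposed to library compounds with dopamine controls for 90 minutes at 37 degrees C before luminescent detection.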
KB-V1 cytotox: KB-V1 MDR subline cytotoxicity; KB-V1 MDR cells viability, CellTiter-Glo, 72 h; Potency, µM (series often up to 46.1 µM), for the others: at the top dose activity change, negative = cytotoxicity, usual class: cytotoxic; hit rate 3.4% among 400,000; note: potency is the fitted concentration of half-maximal effect; % is set by controls: 0 for no effect and ±100 for the full control effect; nearly all actives have a fitted effect of over 60% in size
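KB-V1, DMEM (no phenol red) + 10% FBS; cpd pin-transferred, titration series; 72 h, 37 degrees C; CellTiter-Glo, luminescence. Data normalized, curve-fit.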
D3 ag: agonists of human D3 dopamine receptor; hit rate 0.58% among 410,000; max activation, %; P35462; D3R DiscoveRx beta-arrestin cells, luminescence, 90 min; in the data active = max activation above about 30%; note: 0% is about no effect; mostly tested at two doses, the higher about 12 µM
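Cells at 1500/well, incubated overnight, then treated with pinned compounds (dopamine as control) for 90 min at 37 degrees C. DiscoveRx reagent added for 30 - 60 minutes at room temperature; luminescence read.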
KB-3-1 cytotox: kills parental KB-3-1 adenocarcinoma cells; KB-3-1 viability, CellTiter-Glo ATP luminescence, 72 h; Potency, µM (doses to about 46.1 µM), without a hit: top-dose activity change, negative = cytotoxic, usual class: cytotoxic; hit rate 1.4% among 400,000; note: potency is the fitted concentration of half-maximal effect; % is set by controls: 0 for no effect and ±100 for the full control effect; nearly all actives have a fitted effect of over 60% in size
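Here the drug-naive KB-3-1 line serves as comparator for MDR sub-line selectivity; cells received compound titrations, 72 h at 37 °C, then CellTiter-Glo readout.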
The depositor's hits bear a star; i = inactive; ? = inconclusive; . = no result given; & = joins results of further samples; [ ] = remark or other dose. Unless noted, calls come from the whole dose curve; as a rule, active = well fitted curve in the direction sought with a large enough effect; inconclusive = small, poorly fitted or top-dose-only effect, or another doubt; inactive = no such curve, though single readings can be large; an effect the other way counts as inactive or inconclusive.

Every second line gives: SW480 rerep	HT1080 IDH1KD tx	GLP1R ag	IL-1B inflam inh	HT1080-NT tox	D3 antag	KB-V1 cytotox	D3 ag	KB-3-1 cytotox
> COc1ccc(-n2cccc2/C=C2/NC(=O)N(c3cccc(Cl)c3)C2=O)cc1
 : 15%	-2%	-2%	0	0%	0	-8%	-4	26%
> CC(=O)Nc1ccc(C)c(NC(=S)Nc2ccc(F)cc2)c1
 : -7%	-5%	-3%	16	-11%	-10	-9%	-2	2%
> CCNc1nc(N2CCCCC2)nc(-n2nnc(C(=O)OCC)c2C)n1
 : -9%	0%	21%	-17	24%	20	0%	1	30%
> N#CCC(=O)NCCCOC(=O)Nc1ccc(Cl)c(Cl)c1
 : 1%	-19%	4%	34	?	-13	?	-3	-17%
> CCN(CC)c1ccc(NC(=O)CCc2c(C)nc3ncnn3c2C)c(C)c1
 : .	.	2%	.	.	.	0%	-10	0%
> O=c1cc(-c2ccsc2)oc2ccc(-c3ccc4cc[nH]c4c3)cc12
 : -10%	-14%	16%	-24	-1%	20	7%	3	-5%
> O=S(=O)(Nc1ccc(Br)cc1)c1cccc(NC(=S)NCCN2CCOCC2)c1
 : -5%	-18%	11%	-8	-12%	-12	-4%	3	1%
> O=C(Nc1nccs1)c1ccc[nH]c1=O
 : -10%	4%	9%	13	2%	3	6%	3	5%
> O=C(CN(C(=O)c1csnn1)c1cccc(F)c1)NCc1ccc(F)cc1
 : -2%	4%	3%	2	4%	14	-30%	6	-9%
> CC(C)(C)C1CCC(C(=O)OCC(=O)Nc2ccc3[nH]c(=O)[nH]c3c2)CC1 (stereo not drawn)
 : -3%	-9%	10%	-1	-12%	15	17%	-2	5%
> S=C(NCc1ccco1)N1CCOCC1
 : -2%	13%	-1%	-8	15%	-21	9%	-10	1%
> C=CCN(CC=C)C(=O)c1cc(Cl)ccc1[N+](=O)[O-]
 : -32%[inhibitor]	3%	-16%	-1	6%	-4	-28%	-2	-5%
> CCOC(=O)C1CCCN(c2c(N3CCN(c4ccccn4)CC3)c(=O)c2=O)C1 (stereo not drawn)
 : -5%	-1%	-1%	-2	-1%	3	4%	2	-3%
> CC1COC2C(O1)N(S(C)(=O)=O)CCN2S(C)(=O)=O (stereo not drawn)
 : -4%	-17%	-7%	0	4%	14	15%	22	1%
> O=C(O)CCSc1nc2ccccc2n1CCOc1ccccc1
 : 2%	23%	-2%	18	0%	-15	2%	-2	1%

Fetched one by one from the entries so far:
Every second line gives: SW480 rerep	HT1080 IDH1KD tx	GLP1R ag	IL-1B inflam inh	HT1080-NT tox	D3 antag	KB-V1 cytotox	D3 ag	KB-3-1 cytotox
> CC(C)(C)C1CCC(C(=O)OCC(=O)Nc2ccc3[nH]c(=O)[nH]c3c2)CC1 (stereo not drawn)
 : -3%	-9%	10%	-1	-12%	15	17%	-2	5%
> O=C(Nc1nccs1)c1ccc[nH]c1=O
 : -10%	4%	9%	13	2%	3	6%	3	5%

New compounds follow:
Every second line gives: SW480 rerep	HT1080 IDH1KD tx	GLP1R ag	IL-1B inflam inh	HT1080-NT tox	D3 antag	KB-V1 cytotox	D3 ag	KB-3-1 cytotox
> CCOc1ccc(Nc2sc(C(=O)c3cccc(OC)c3)c(N)c2S(=O)(=O)c2ccccc2)cc1
 : .	.	11%	.	.	.	?	-5	-6%
> O=S(=O)(Nc1nc2ccccc2s1)c1cnc(Cl)c(Br)c1
 : -10%	2%	5%	15	-13%	-1	12%	-5	9%
> O=C(NCCc1ccc(Cl)cc1)c1ccc(=O)[nH]c1
 : -6%	8%	2%	6	12%	-5	2%	-2	-19%
> O=C(Nc1ccc(S(=O)(=O)NCC2CCCO2)cc1)C1CC(=O)N(c2ccccc2)C1 (stereo not drawn)
 : ?	4%	3%	14	2%	7	17%	6	4%
> CN(CC(=O)NCCc1ccc(F)cc1)Cc1cccc(Cl)c1
 : -5%	-10%	13%	?	-17%	-5	?	-5	15%
> CCc1c(-c2n[nH]c(=S)n2Cc2ccccc2)csc1C
 : -1%	-18%	-10%	9	-22%	-17	17%	-2	17%
> CC(=O)Nc1ccc(S(=O)(=O)N(C)c2ccc(OCCOc3cccc(C)c3)cc2)cc1
 : 1%	-2%	7%	4	-1%	-20	-17%	-1	-2%
> CC1=NN(c2ccccc2)C(=O)/C1=C\c1cn(C)c2ccccc12
 : -10%	7%	13%	-8	5%	4	?	7	8%
> O=C(Nc1ccn(Cc2ccc(Cl)cc2)n1)c1ccccc1
 : 0%	-7%	1%	?	-7%	-12	?	-5	-8%
> COc1ccc(CNC(=O)C[C@H]2C[C@H](C(=O)N(C(C)C)C(C)C)[C@@]3(C)c4[nH]c5ccc(Cl)cc5c4CCN3C2=O)cc1OC
 : ?	-24%	4%	-24	-19%	-9	-16%	-23	-23%
> COC(=O)c1oc2ccccc2c1NC(=O)c1ccccc1O
 : 10µM*	-2%	5%	24	-12%	-8	?	2	0%
> C=C(C)CSC1=C(C#N)C(c2ccccc2Cl)CC(=O)N1 (stereo not drawn)
 : -4%	-2%	-1%	-28	3%	-26	?	-4	-15%
> COCC(=O)Nc1ccc(F)cc1
 : -5%	-2%	-1%	12	0%	-4	-7%	12	-10%
> CCOC(=O)c1[nH]c(C)c(C(=O)OC)c1C
 : -4%	15%	11%	.	6%	11	-18%	3	-3%
> Cc1ccc(S(=O)(=O)N(C)C)cc1NC(=O)COC(=O)COc1ccccc1[N+](=O)[O-]
 : -6%	5%	-1%	22	20%	6	2%	-1	-2%
> O=C(COC(=O)c1ccc[nH]c1=O)NCCC1=CCCCC1
 : 1%	0%	1%	23	2%	-11	0%	-11	17%
> CC(C)CN(C(=O)COC(=O)/C=C/c1ccc(Cl)c(Cl)c1)c1c(N)n(Cc2ccccc2)c(=O)[nH]c1=O
 : ?	2%	-6%	?	1%	-4	23%	1	?
> CN1CC(=O)N(CC(=O)NCCc2ccc(F)cc2)c2ccccc2C1=O
 : -3%	2%	-9%	19	5%	8	16%	11	11%
> Cn1c(=O)c(C(=O)NCCc2ccccc2)c(O)c2ccccc21
 : 3%	3%	1%	42	1%	33	11%	13	-1%
> COc1ccc(NC(=O)c2ccc3[nH]c(=O)c(=O)[nH]c3c2)c(OC)c1
 : -11%	2%	-3%	29	-6%	3	6%	2	14%
> COc1ccc(-n2c(SCC(=O)Nc3cc(C)on3)nc3c(c2=O)SCC3)cc1OC
 : -31%[inhibitor]	-13%	0%	i	-3%	9	-23%	-2	0%
> COc1ccccc1C1NC(=O)c2n[nH]c(-c3cccs3)c21 (stereo not drawn)
 : .	.	7%	.	.	.	-3%	1	-19%
> O=C(CC1CCCC1)N1CCN(S(=O)(=O)c2ccc(F)cc2)CC1
 : -2%	5%	-15%	9	9%	0	.	13	.
> COc1ccccc1C(=O)NCCC(=O)N(C)Cc1cccnc1
 : 38%	6%	7%	10	-6%[9.24 µM]	10	15%	6	?
> COc1ccc(C(NC(=O)C2CCN(C/C=C/c3ccc(OC(C)=O)c(OC)c3)CC2)c2ccccn2)cc1 (stereo not drawn)
 : .	?	-7%	-17	?	-14	1%	-18	-1%
> COc1ccc(-c2cc(C(=O)Nc3cc(Cl)ccc3OC)no2)cc1
 : -9%	8%	0%	17	0%	19	24%	7	8%
> CCOc1ccc(N(CC(=O)N2CCOCC2)S(=O)(=O)c2ccc(Cl)cc2)cc1
 : -8%	0%	5%	-20	-2%	7	-8%	-4	4%
> CCOc1ccc(S(=O)(=O)N(C)c2ccc(OCC(=O)NCc3ccco3)cc2)cc1
 : -11%[9.22 µM]	-19%	8%	4	-8%	-17	0%	-1	0%
> CN1CCN(c2ccc(Cl)cc2NC(=O)c2ccc(S(=O)(=O)N(C)C)cc2)CC1
 : 11µM*	-13%	15%	?	-14%	-17	-11%	2	-1%
> CCc1cc2c(NC3CCCC3)ncnc2s1
 : 4%	-21%	12%	-12	-14%	9	3%	4	?
> O=C(CCCN1C(=O)/C(=C/c2ccccc2Cl)SC1=S)NCCCN1CCOCC1
 : ?	-13%	-22%	-104*	-1%	0	.	-22	.
> CCCCNC(=O)CSc1ccc(S(=O)(=O)N2CCOCC2)cn1
 : -10%	4%	-4%	-12	-10%	6	29%	-3	4%
> N#CC1=C(S)N(c2ccccc2)C(c2ccco2)NC1=O (stereo not drawn)
 : -2%	9%	0%	1	12%	1	2%	1	2%
> O=C(CC[C@H]1O[C@@H](n2cnc3c(NC(=O)c4ccccc4)ncnc32)[C@H](O)[C@@H]1O)NCC(F)(F)F
 : .	11%	-5%	11	16%	0	?	2	?
> O=C1CSC(c2cccnc2)N1C1CCCCC1 (stereo not drawn)
 : -4%	9%	-6%	17	15%	-10	3%	7	12%
> CC1(C)S[C@@H]2[C@H](NC(=O)COc3ccccc3)C(=O)N2C1C(=O)OCC1CCCCC1 (stereo partly drawn)
 : -2%	6%	2%	13	7%	-13	7%&-4%	-9	6%&6%
> NC(=O)C1=C[C@H](c2ccccc2)C[C@H](OCc2ccc(CO)cc2)O1
 : -83%[inhibitor][9.22 µM]	9%	12%	2	0%	?	?	-18	5%
> O=[N+]([O-])c1ccc(N2CCN(Cc3cccc([N+](=O)[O-])c3)CC2)cc1
 : 1%	?	8%	-62*	?	-20	-6%	-13	-14%
> COc1ccc(C2Nc3ccccc3C(=O)N2Cc2ccccc2)cc1Cn1nnc2ccccc21 (stereo not drawn)
 : 2%	-24%	1%	-62*	-6%	-19	-6%	-14	-3%
> CCc1noc(C)c1C(=O)NCCN1C(=O)S/C(=C\c2ccccc2F)C1=O
 : .	2%	-4%	6	0%	45	6%	0	5%
> CC1Sc2ccc(S(=O)(=O)N3CCC(C(=O)NCc4ccc(Cl)cc4)CC3)cc2NC1=O (stereo not drawn)
 : 2%	?	10%	-20	?	3	4%	-8	?
> O=C(CC1CCCCC1)NCc1ccc(F)cc1
 : 1%	1%	8%	5	-2%	-8	-6%	6	-3%
> Cc1ccc(-c2nn(-c3ccccc3)cc2C=C2SC(=S)N(CCS(=O)(=O)O)C2=O)cc1
 : .	-30%	-1%	-3	?	?	-18%	-8	?
> N/C(Cc1cccc2ccccc12)=N\OC(=O)c1ccc2c(c1)OCO2
 : 0%	-1%	8%	16	-4%	3	13%	5	-8%

Screening results (PubChem)
